High-throughput results as filed in PubChem BioAssay.
CHT PAM: allosterically activates the human high affinity choline transporter | Q9GZV3 | CHT-expressing cells, membrane potential dye, choline EC20; hits give high values; LV-AA mutant CHT in HEK293 cells | B-score at 10 µM | actives 0.49% (n = 310,000);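 active means initial fluorescence not abnormally high and integrated response B-score, plate-corrected, over 3 SD above library mean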
Target sequence (Q9GZV3 whole entry, looked up): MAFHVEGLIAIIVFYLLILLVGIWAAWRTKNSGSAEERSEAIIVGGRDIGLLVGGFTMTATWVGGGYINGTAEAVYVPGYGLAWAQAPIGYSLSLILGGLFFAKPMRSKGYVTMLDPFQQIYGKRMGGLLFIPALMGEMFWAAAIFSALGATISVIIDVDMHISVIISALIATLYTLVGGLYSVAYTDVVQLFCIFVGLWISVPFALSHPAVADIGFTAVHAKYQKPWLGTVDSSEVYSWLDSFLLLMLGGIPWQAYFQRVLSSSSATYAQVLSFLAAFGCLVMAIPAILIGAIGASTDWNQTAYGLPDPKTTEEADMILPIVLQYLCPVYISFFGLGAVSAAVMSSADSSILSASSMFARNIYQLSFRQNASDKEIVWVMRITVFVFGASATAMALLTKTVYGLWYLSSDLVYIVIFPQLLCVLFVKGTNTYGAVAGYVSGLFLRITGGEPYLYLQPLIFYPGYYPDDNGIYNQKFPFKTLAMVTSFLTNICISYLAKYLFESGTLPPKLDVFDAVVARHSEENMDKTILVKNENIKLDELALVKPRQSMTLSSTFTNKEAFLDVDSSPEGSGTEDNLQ
OX1R antag-1: antagonists of human orexin 1 receptor; actives 0.43% (n = 330,000); AID 434989; CHO/OX1R cells, Fluo-8 calcium fluorescence, orexin A; inhibition, % at 5 µM;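 active means inhibition above its plate's threshold, mean inhibition of all tested compounds on the plate plus 3 SD, cut at about 37% in these data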;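 further: 0% = orexin A challenge wells and 100% = SB-334867-A antagonist wells; not every result past the cut was called active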
Target sequence (O43613 whole entry, looked up): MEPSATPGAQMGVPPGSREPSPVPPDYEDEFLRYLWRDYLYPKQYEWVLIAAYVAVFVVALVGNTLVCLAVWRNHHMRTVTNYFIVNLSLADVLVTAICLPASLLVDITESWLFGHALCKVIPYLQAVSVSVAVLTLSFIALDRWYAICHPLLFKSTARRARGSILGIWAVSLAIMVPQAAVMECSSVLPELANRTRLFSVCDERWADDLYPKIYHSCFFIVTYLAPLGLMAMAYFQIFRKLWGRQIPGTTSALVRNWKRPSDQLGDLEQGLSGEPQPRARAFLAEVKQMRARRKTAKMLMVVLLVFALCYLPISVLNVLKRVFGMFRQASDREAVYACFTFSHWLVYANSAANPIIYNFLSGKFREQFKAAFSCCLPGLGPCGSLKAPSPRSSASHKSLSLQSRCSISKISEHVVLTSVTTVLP
OX1R antag-2: blocks the human orexin 1 receptor; inhibition, % at 6.6 µM; actives 1.8% (n = 330,000); OX1R-expressing cells, FRET antagonist read-out; AID 485270; O43613; in the data active means inhibition mostly above about 38%, no sharp cut-off; inactive means mostly below about 40%;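 further: 0% = agonist challenge alone and 100% = reference antagonist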
* marks the source's active call; other numbers are inactive results; i = inactive; · = no result given.

SMILES	CHT PAM	OX1R antag-1	OX1R antag-2
NS(=O)(=O)c1cccc(NC(=O)COc2ccc([N+](=O)[O-])cc2)c1	i	-11	8
CCOc1ccc(S(=O)(=O)c2c(C(=O)c3ccccc3)cnc3cc4c(cc23)OCCO4)cc1	i	-20	24
CCCCc1cc(=O)oc2cc(C)cc(OCC(=O)N3CCC(C(N)=O)CC3)c12	i	-4	7
COC(=O)CC1COc2ccccc2N1S(=O)(=O)c1ccc(Br)cc1 (centres undefined)	i	-37	3
COc1ccccc1CNC(=O)C(=O)NCC1OCCN1S(=O)(=O)c1ccc(Br)cc1 (centres undefined)	i	-15	23
COc1cc(Br)cc(/C=N/N(CCO)C2=NS(=O)(=O)c3ccccc32)c1OC	i	-28	4
COc1ccccc1-c1nnc(SCC(=O)Nc2ccc(S(N)(=O)=O)cc2)n1N	i	5	20
CC(=O)Nc1ccc(Nc2cc(C)nc(Nc3ccc(NC(C)=O)cc3)n2)cc1	·	-20	1
O=C(CSc1c[nH]c2ccccc12)NC1CCCC1	i	-5	2
O=C(Nc1cccnc1)c1ccc(S(=O)(=O)N2CCCCCC2)cc1	i	-35	29
CC(C)c1ccc(/C=C(\NC(=O)c2ccccc2)C(=O)NCCCn2ccnc2)cc1	i	-24	22
CCc1nc(Nc2ccccc2)c2nnn(Cc3ccccc3)c2n1	i	-24	3
Clc1ccc(-c2ncc3ccccn23)cc1	i	-28	9
O=C(Cc1ccc([N+](=O)[O-])cc1)N1N=C(C2CC2)CC1(O)C(F)(F)F (centres undefined)	i	-16	5
Cc1cc(C)c(C)c(S(=O)(=O)N2CCC(C(=O)NCCCN3CCCC3=O)CC2)c1C	·	-2	1
Cc1ccc(S(=O)(=O)N2CCCC2)cc1C(=O)NCC(C)(C)N1CCOCC1	·	-18	0
COc1ccc(NC(=O)Nc2ccc([N+](=O)[O-])cc2)cn1	i	15	34
COc1ccc(C2=NN(c3nc4ccccc4s3)C(=O)/C2=C\N(C)C)cc1	i	-16	13
CCN(CC)S(=O)(=O)c1cc(C(=O)OCC(=O)NC(=O)c2cccn2C)ccc1C	i	-22	19
CC(=O)C1=C(C)OC2(O)c3ccccc3C(=O)C12O (centres undefined)	i	-4	15
OCC(O)CN(c1ccccc1)c1ccccc1 (centres undefined)	i	-3	18
CCC(=O)Nc1ccc2c(c1)nc1n2CCSC1	i	6	9
COc1ccccc1NC(=O)CSc1nnc(-c2ccncc2)n1CC1CCCO1 (centres undefined)	i	-22	25
O=C(/C=C\c1cccs1)N1CCN(Cc2ccc3c(c2)OCO3)CC1	i	-11	9
COc1ccccc1N1CCN(CC(O)c2ccccc2)CC1 (centres undefined)	i	-29	15

Carrying on:
SMILES	CHT PAM	OX1R antag-1	OX1R antag-2
CCCNC(=O)C1CC(c2cccc(F)c2)=NO1 (centres undefined)	i	-16	24
N#CCCn1c(SCC(=O)NCCc2ccc(F)cc2)nc2ccccc21	i	-13	17
COc1cc(OC)c(C(=O)OCC(=O)NCCc2ccccc2)cc1OC	i	-18	23
CSC1=N/C(=C\c2ccc3c(c2)OCO3)C(=O)S1	i	-15	13
COc1cc(C(=O)NCC(=O)NCC(c2ccco2)N2CCCCC2)cc(OC)c1OC (centres undefined)	·	-4	3
CCOC(=O)c1ccc(NC(=S)NCc2ccco2)cc1	i	-1	12
COc1ccc(C2CC(c3ccccc3)=NN2c2ccc(C(N)=O)cc2)cc1 (centres undefined)	i	-10	2
CCN(CC(=O)Nc1cc(Cl)ccc1Cl)C(=O)c1ccc(-n2cccn2)cc1	·	-11	13
C=CCn1c(N/N=C/c2ccc(O)cc2)nc2ccccc2c1=O	i	-18	18
Cc1cccc(C(=O)OCC(=O)Nc2nnc(-c3ccccc3)o2)c1O	i	-11	19
COc1ccc(S(=O)(=O)N2CC(O)C[C@H]2C(=O)OCC(=O)N2CCCCCC2)cc1 (some centres undefined)	i	-23	8
Cc1ccc(NC(=O)COC(=O)Cc2c[nH]c3ccccc23)cc1C	·	-24	3
Cn1c(CCN2CCCCC2)nc2cc(NC(=O)COc3ccccc3)ccc21	i	-20	12
Cc1ccc(S(=O)(=O)N2CCOCC2)cc1NC(=O)COC(=O)c1n[nH]c(=O)c2ccccc12	i	-8	24
CCOC(=O)c1cnn(-c2cc(Oc3ccccc3C)ncn2)c1N	i	-5	18
CCOC(=O)NC(O)C(=O)c1cccs1 (centres undefined)	i	-10	18
COc1ccc(-n2c(SCC(=O)NCc3ccco3)nc3c([nH]c4ccccc43)c2=O)cc1	i	-5	22
Cc1cc(NC(=O)c2cc3cccc([N+](=O)[O-])c3[nH]2)ccc1F	i	6	46*
N#Cc1cccc(NC(=O)Cn2cnc(S(=O)(=O)N3CCCC3)c2)c1	i	-5	9
CSc1ncccc1C(=O)Nc1nc(C(C)(C)C)cs1	i	-31	11
COc1ccc(CN2CCN(C(=O)CC(C)C)CC2)cc1Br	i	-11	4
CCOC(=O)C1=C(N)Oc2cc(O)ccc2C1c1cccc([N+](=O)[O-])c1 (centres undefined)	i	-9	18
CC(=O)Nc1ccc(S(=O)(=O)N2c3ccccc3NC(=O)CC2C)c(Cl)c1 (centres undefined)	i	-4	6
O=C(Cn1nnc(-c2ccc(Cl)cc2)n1)NC1CCS(=O)(=O)C1 (centres undefined)	·	-7	6
CCc1cc(=O)oc2c(C)c(OS(C)(=O)=O)ccc12	i	-18	9

Single records, as listed above. Values in the order: CHT PAM | OX1R antag-1 | OX1R antag-2
CC(=O)Nc1ccc(S(=O)(=O)N2c3ccccc3NC(=O)CC2C)c(Cl)c1 (centres undefined) across the screens: i | -4 | 6
CCOC(=O)c1ccc(NC(=S)NCc2ccco2)cc1 across the screens: i | -1 | 12
Cc1ccc(NC(=O)COC(=O)Cc2c[nH]c3ccccc23)cc1C across the screens: · | -24 | 3
CCN(CC)S(=O)(=O)c1cc(C(=O)OCC(=O)NC(=O)c2cccn2C)ccc1C across the screens: i | -22 | 19
CSC1=N/C(=C\c2ccc3c(c2)OCO3)C(=O)S1 across the screens: i | -15 | 13

More structures follow.
SMILES	CHT PAM	OX1R antag-1	OX1R antag-2
O=C(c1cccs1)c1cn(CC(=O)N2CCc3ccccc3C2)c2ccccc12	i	-19	9
Cc1ccc(Oc2nc(-c3ccccn3)nc3ccccc23)cc1	i	-31	7
Cc1ccc(-c2nc(N)n(S(=O)(=O)c3ccc(C)cc3)n2)cc1	i	-20	15
O=c1cc(CN2CCN(S(=O)(=O)c3cccc(Cl)c3)CC2)c2ccc(O)cc2o1	·	4	5
O=C1C2C3C=CC(C3)C2C(=O)N1CCCCN1C(=O)C2C3C=CC(C3)C2C1=O (centres undefined)	i	-21	14
COC(=O)C1=C(C)OC(N)=C(C#N)C1c1ccco1 (centres undefined)	i	6	13
O=C(CNS(=O)(=O)c1ccccc1)NCC(=O)OCc1ccccc1F	i	3	14
Cc1ccc(SCC(=O)c2ccc(CC(=O)O)s2)cc1	i	-14	24
Cc1ccc2nc3c(cc(C(=O)NCCCn4ccnc4)n3C)c(=O)n2c1	i	-13	80*
CCCNC(=S)N(Cc1ccccc1)Cc1nc2ccccc2c(=O)[nH]1	i	-14	10
CCOC(=O)c1cc2c(=O)n3cccc(C)c3nc2n(CC(C)C)c1=NC(=O)c1ccco1	i	-21	54*
CC(C)n1nnnc1SCC(=O)N(C)C1CCS(=O)(=O)C1 (centres undefined)	·	-8	10
O=C(c1cc(-c2ccccc2)on1)N1CCN(Cc2ccc3c(c2)OCO3)CC1	i	-24	10
CC(=O)c1ccc(NC(=O)CCCN2C(=O)C(c3ccccc3)Oc3cccnc32)cc1 (centres undefined)	i	-20	16
COc1ccc(C)cc1S(=O)(=O)NCC(c1cccnc1)N1CCc2ccccc2C1 (centres undefined)	i	-18	6
CCn1c(SCC(=O)OC)nnc1C1CCCCC1	i	-5	10
COC(=O)/C=C1\N/C(=N\c2nc(C)cc(C)n2)N(c2ccccc2)C1=O	i	-4	27
Cn1cc(SCC(=O)NCCc2ccccc2)c2ccccc21	i	-18	10
CCOc1ccc(-n2nc3c(Cl)nnc(C)c3c2C)cc1	i	-17	9
O=C(CCCOc1ccc(Br)cc1)Nc1nnc(C2CC2)s1	·	-7	-2
CCOC(=O)C(C)N1C(=O)S/C(=C/c2ccc3c(c2)n(C)c(=O)n3C)C1=O (centres undefined)	i	-26	15
FC(F)(F)c1ccccc1NC(=S)Nc1ccccc1	i	-4	-2
COC(=O)c1c(NC(=O)CSc2nc3nc(C)cc(C)n3n2)sc(C)c1C	i	-33	1
COc1cc(NC(=O)c2ccc(F)cc2)ccc1NC(=O)c1cc2ccccc2o1	i	-12	9
COc1ccccc1C(=O)NCCC(=O)NC1=NCCS1	·	0	7

Compounds shown so far containing an NH in an aromatic ring, in the order listed:
SMILES	CHT PAM	OX1R antag-1	OX1R antag-2
O=C(CSc1c[nH]c2ccccc12)NC1CCCC1	i	-5	2
Cc1ccc(NC(=O)COC(=O)Cc2c[nH]c3ccccc23)cc1C	·	-24	3
Cc1ccc(S(=O)(=O)N2CCOCC2)cc1NC(=O)COC(=O)c1n[nH]c(=O)c2ccccc12	i	-8	24
COc1ccc(-n2c(SCC(=O)NCc3ccco3)nc3c([nH]c4ccccc43)c2=O)cc1	i	-5	22
Cc1cc(NC(=O)c2cc3cccc([N+](=O)[O-])c3[nH]2)ccc1F	i	6	46*
CCCNC(=S)N(Cc1ccccc1)Cc1nc2ccccc2c(=O)[nH]1	i	-14	10

Laid out differently: two of the compounds above.
structure | CHT PAM | OX1R antag-1 | OX1R antag-2
Cc1ccc2nc3c(cc(C(=O)NCCCn4ccnc4)n3C)c(=O)n2c1 | i | -13 | 80*
CCCNC(=S)N(Cc1ccccc1)Cc1nc2ccccc2c(=O)[nH]1 | i | -14 | 10

Later entries.
SMILES	CHT PAM	OX1R antag-1	OX1R antag-2
Cc1ccc(CNc2ccc(N3C(=O)CCCC3=O)cc2[N+](=O)[O-])cc1	i	3	21
CCOC(=O)C1=C(C)N(c2ccccc2)C(=O)C1	i	-17	11
c1cncc(-c2nc(-c3ccc4c(c3)OCO4)cs2)c1	i	5	30
CN(C)S(=O)(=O)N1CCC(n2nccc2NC(=O)CCc2ccccc2)CC1	i	-3	15
CCOC(=O)c1cc(-c2ccc(C)cc2)n(CCC(=O)NCCCOC)c1C	i	-20	5
CCOc1ccc(/C(O)=C2/C(=O)C(=O)N(c3nc(C)c(C)s3)C2c2ccco2)cc1 (centres undefined)	i	-27	19
O=C(COC(=O)C1CC2C=CC1C2)NCCc1ccccc1 (centres undefined)	i	2	16
CCOC(=O)C1=C(C)N(C)C(=S)NC1c1ccccc1 (centres undefined)	i	-17	0
COc1ccccc1C(=O)C1CCCN(C(=O)c2ccco2)C1 (centres undefined)	i	-10	15
CCOC(=O)C1(Cc2ccc(Cl)cc2)CCN(C2CCC2)CC1	i	-3	10
O=C(CN1CCc2ccccc21)NN1CC(=O)N(c2ccc(Cl)cc2)CC1=O	i	1	2
COc1ccccc1CNC(=O)C1=CCN(S(=O)(=O)c2ccc(C)cc2)CC1	i	-25	10
CCCn1c(N)c(NCCN2CCOCC2)c(=O)[nH]c1=O	i	4	8
COc1ccc(-c2cc(C(=O)Nc3ccccc3F)on2)cc1	i	-20	19
Cc1cc(=O)[nH]c(N/N=C/c2ccc(OC(=O)c3ccco3)cc2)n1	i	-10	15
CN(C)/C=C(\C#N)C(=O)c1cccnc1Oc1ccc(F)cc1F	i	2	7
Cc1ccc(C)c(-n2c(CNC(=O)c3ccco3)nnc2SCC(=O)Nc2nccs2)c1	i	-8	7
CCN(CC(=O)Nc1ccc(NC(C)=O)cc1)C(=O)/C=C/c1ccc2c(c1)OCO2	i	-19	16
COc1cccc(OCCOc2c(OC)cccc2OC)c1	i	4	3
CC(NC(=O)c1ccc2c(c1)OCO2)C(c1cccs1)N1CCN(c2ccccc2)CC1 (centres undefined)	i	-15	29
O=S(=O)(c1ccc(Cl)nc1)N1CCOCC1	·	4	-2
CNS(=O)(=O)c1ccc(NC(=O)c2ccoc2C)cc1	i	-14	9
CCCN(CC(=O)Nc1ccccc1OC)C(=O)c1ccc(S(=O)(=O)Nc2ccccc2)cc1	i	16	70*
Cc1ccc(C)c(NC(=S)NNC(=O)c2cc3c(s2)CCC(C)C3)c1 (centres undefined)	i	-17	9
CC1(C)C(=O)Nc2ccccc2N1C(=O)COC(=O)c1ccc([N+](=O)[O-])o1	·	7	26
O=C(O)CNC(=O)CC1S/C(=N/N=C2/NC(=O)CS2)NC1=O (centres undefined)	i	-2	13
O=C(N/N=C/c1cc(Cl)ccc1O)C(=O)Nc1ccccc1OC(F)(F)C(F)F	i	-3	69*
COc1ccc(-c2cc3nc(C)cc(C)n3n2)cc1	i	-23	34
COc1ccccc1N/N=C(\C#N)C(=N)N1CCOCC1	i	-12	14
Cc1ccc(CN2CCN(Cc3ccc(-n4cccn4)cc3C)CC2CCO)cc1 (centres undefined)	i	-25	10

Look-ups from the results shown.
`CSc1ncccc1C(=O)Nc1nc(C(C)(C)C)cs1` in OX1R antag-1 shows -31
`COc1ccc(C2CC(c3ccccc3)=NN2c2ccc(C(N)=O)cc2)cc1` (centres undefined) in OX1R antag-2 shows 2
`Clc1ccc(-c2ncc3ccccn23)cc1` in OX1R antag-2 shows 9
`O=C(c1cccs1)c1cn(CC(=O)N2CCc3ccccc3C2)c2ccccc12` in OX1R antag-2 shows 9
`CCOC(=O)c1cc2c(=O)n3cccc(C)c3nc2n(CC(C)C)c1=NC(=O)c1ccco1` in OX1R antag-1 shows -21
`Cc1ccc(CNc2ccc(N3C(=O)CCCC3=O)cc2[N+](=O)[O-])cc1` in OX1R antag-1 shows 3
